# M. tuberculosis GlmU = inhibition of mycobacterial GlmU enzyme – biochemical, glucosamine-1-phosphate acetyltransferase (AID 1376) | M. tuberculosis GlmU acetyltransferase enzyme assay; higher % means a stronger effect | one-dose inhibition, %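 (tested at 30 µM in the primary screen)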; IC50 in µM for titrated hits | 0.25% of 220,000 active; in the data active = inhibition above about 13%; inconclusive = no clear call, values can overlap the other calls;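 also: 0% = complete reaction with vehicle and 100% = reaction without substrate; strong numbers were not always called active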
# RmlCD inh 1536 = inhibitors of Mycobacterium tuberculosis RmlC and RmlD coupled enzymes. P9WH09+P9WH11. RmlC+RmlD coupled enzyme assay, percent inhibition; primary screen in compound mixtures. inhibition, % at 3.6 µM. 0.03% of 160,000 active. AID 1533; in the data active = inhibition mostly above about 34%, no sharp cut-off; inconclusive = no clear call, values can overlap the other calls; inactive = mostly below about 22%; also: some results filed as inactive read as strong as hits
# Target sequence (P9WH09 whole entry, looked up): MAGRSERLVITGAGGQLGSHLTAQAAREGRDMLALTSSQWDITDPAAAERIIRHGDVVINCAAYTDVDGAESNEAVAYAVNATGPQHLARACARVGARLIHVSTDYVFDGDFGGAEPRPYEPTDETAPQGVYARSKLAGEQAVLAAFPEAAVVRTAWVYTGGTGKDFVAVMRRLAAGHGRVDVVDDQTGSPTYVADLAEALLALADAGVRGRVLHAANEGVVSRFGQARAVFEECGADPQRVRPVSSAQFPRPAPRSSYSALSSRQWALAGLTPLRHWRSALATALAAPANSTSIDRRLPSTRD
# Target sequence (P9WH11 whole entry, looked up): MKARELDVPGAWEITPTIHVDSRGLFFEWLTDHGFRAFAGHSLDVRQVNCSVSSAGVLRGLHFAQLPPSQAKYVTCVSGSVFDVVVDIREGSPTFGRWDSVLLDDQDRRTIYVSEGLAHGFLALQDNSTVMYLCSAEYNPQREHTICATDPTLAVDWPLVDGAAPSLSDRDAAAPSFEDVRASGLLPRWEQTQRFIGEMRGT
# * marks the source's active call; other numbers are inactive results; ? = inconclusive; . = no result given; & = joins results of further samples.
SMILES,M. tuberculosis GlmU,RmlCD inh 1536
COc1ccc(C)cc1C(=O)CCC(=O)NC1CCCCC1,1.9%,4.7
CSc1nc(N2CCOCC2)cc(N2CCOCC2)n1,1.4%,42.0
COc1ccc(/C=C/C(=O)Nc2cc(C(F)(F)F)ccc2Cl)cc1OC,-4.7%,9.9
CC(C)Cc1nc2sc3c(=O)[nH]cnc3c2c2c1CCC2,-4.9%,.
COc1ccc(CNC(=O)C2CC=CCC2C(=O)O)cc1OC (stereo unspecified),-0.2%,6.5
O=C(NCc1ccc2c(c1)OCO2)Nc1ccc2ccccc2c1,1.8%,7.6
Cc1ccc2nc(C(=O)N3CCc4c([nH]c5ccccc45)C3c3ccccn3)cn2c1 (stereo unspecified),6.5%,-13.6
COc1ccc(COC(=O)NNC(=O)c2ccccc2Cl)cc1,-6.4%,.
CCOC(=O)CNC(=O)CSc1nnnn1-c1cc(C)ccc1C,-1.0%,8.7
COC(=O)c1cc(Oc2ccc(C(=O)OC)cc2N)cc(C(=O)OC)c1,-1.6%,0.5
COc1cccc(CN2CCN(C(=S)NCc3ccc(Cl)cc3)CC2)c1,0.3%,.
O=C(CSc1ncccc1C(=O)O)NC1CCCCCCC1,5.0%,17.2
O=C1NC(=O)C(=C2CCCCCC2)S1,-6.9%,-6.3
COc1cccc(N2C(=O)C3CCCN3C2c2ccc(F)cc2)c1 (stereo unspecified),0.8%,6.5
CCOC(=O)C1CCCN(c2ncnc3c2cnn3-c2ccc(Cl)cc2)C1 (stereo unspecified),1.7%,4.8
CN(C)c1ccc(-c2noc(C3CCN(S(=O)(=O)c4cccc(C(=O)O)c4)CC3)n2)cc1,6.4%,.
CCN(CC(=O)Nc1cc(Cl)ccc1C)C(=O)COc1ccccc1F,-3.1%,-9.3
O=C(OCc1ccc([N+](=O)[O-])cc1)C1CCN(S(=O)(=O)c2ccccc2)CC1,0.7%,10.2
CCc1nc(C)cn1S(=O)(=O)c1cc(Br)ccc1OC,-7.0%,.
CC(NC(=O)Cc1ccccc1)c1nc2ccccc2[nH]1 (stereo unspecified),4.1%,-5.0
CCC(=O)Nc1cc2nn(-c3ccc(C)cc3)nc2cc1C,-0.2%,.
COc1ccc(F)cc1CN1CCN(c2ncnc3scc(-c4ccccc4)c23)CC1,0.6%,-5.9
COc1ccc(S(=O)(=O)N(CCc2ccccc2)CC(=O)N2CCOCC2)cc1,-6.2%,.
Cc1c(C(=O)c2ccc(Cl)cc2[N+](=O)[O-])c2ccccn2c1CCC#N,5.8%,.
OC1/C(=C/c2ccccc2F)N2CCC1CC2 (stereo unspecified),-3.4%,-58.6
COCCCn1c(=S)[nH]c2c(sc3ccccc32)c1=O,1.1%,-7.6
CN1CCN(C(c2cccs2)c2nnnn2Cc2ccc(F)cc2)CC1 (stereo unspecified),-4.4%,-1.9
O=c1[nH]c2c(c(=O)n1C1CCCCC1)CCC2,3.4%,.
CCOc1ccc(S(=O)(=O)N(CC(=O)N/N=C/c2cccs2)c2ccc(C)cc2)cc1,-5.4%,.
CCCCN(C)CCCNC(=O)c1cn(CC)c2ccc(S(=O)(=O)N3CCc4ccccc4C3)cc2c1=O,-8.8%,-6.5
COc1ccc2nc(SCC(=O)NC(C)C)[nH]c2c1,5.8%,-5.5
COc1cc(NS(=O)(=O)c2ccc(F)cc2)c(OC)cc1NC(=O)C1CC1,-5.3%,?
COCCOC(=O)C1=C(C)NC(=O)NC1c1c(Cl)nc2ccccn2c1=O (stereo unspecified),-3.5%,-6.9
CCCc1c(O)nc(SCC(=O)NCc2ccco2)[nH]c1=O,3.3%,-6.8
CCOc1ccccc1OCC(O)CNC (stereo unspecified),7.2%,-8.7
COc1ccccc1CNC(=O)Nc1cccs1,-2.6%,.
COc1ccc2c(c1)C(C)=CC(C)(C)N2C(=O)CNCc1ccc2c(c1)OCO2,2.5%,-6.2
O=C(Cn1nc(C(=O)O)c2ccccc2c1=O)NC12CC3CC(CC(C3)C1)C2,3.2%,9.2
CCOC(=O)C1=C(C)NC2=C(C(=O)CC(C)(C)C2)C1c1ccc(O)c(OCC)c1 (stereo unspecified),-1.9%,11.8
COC(=O)Cn1c(=NC(=O)c2cc(-c3cccs3)nc3ccccc23)sc2cc(S(N)(=O)=O)ccc21,1.1%,-9.2

# Record cards, as listed above. Order of values: M. tuberculosis GlmU	RmlCD inh 1536
# CCOc1ccc(S(=O)(=O)N(CC(=O)N/N=C/c2cccs2)c2ccc(C)cc2)cc1 reads -5.4%	.
# COCCCn1c(=S)[nH]c2c(sc3ccccc32)c1=O reads 1.1%	-7.6
# CN1CCN(C(c2cccs2)c2nnnn2Cc2ccc(F)cc2)CC1 (stereo unspecified) reads -4.4%	-1.9
# COCCOC(=O)C1=C(C)NC(=O)NC1c1c(Cl)nc2ccccn2c1=O (stereo unspecified) reads -3.5%	-6.9

# Quoted at random: two compounds from above, in no set order.
SMILES,M. tuberculosis GlmU,RmlCD inh 1536
OC1/C(=C/c2ccccc2F)N2CCC1CC2 (stereo unspecified),-3.4%,-58.6
CCCc1c(O)nc(SCC(=O)NCc2ccco2)[nH]c1=O,3.3%,-6.8

# Later entries
SMILES,M. tuberculosis GlmU,RmlCD inh 1536
Cc1cc2ccccc2c(=O)n1CC(=O)NCC(=O)N(C)Cc1ccccc1,-0.4%,-5.7
CCN(CC)c1ccc(NC(=O)C2CCCN(S(=O)(=O)c3cccnc3)C2)c(C)c1 (stereo unspecified),-3.6%,.
N#C/C(=C/c1cn(CC(=O)O)c2ccccc12)C(=O)NCc1ccccc1,-0.7%,13.5
CC(=O)Nc1c(C)cc(S(C)(=O)=O)cc1C,1.8%,4.4
O=C1C2CC=CCC2C(=O)N1Cc1ccccc1Cl (stereo unspecified),1.6%,7.7
CC(=O)Nc1nc2n(n1)C(c1ccc(Cl)cc1)C=C(C)N2 (stereo unspecified),-6.9%,-5.8
CCCc1cc(=O)[nH]c(NCc2ccc(Cl)cc2)n1,1.1%,8.5
CCOc1ccccc1-c1cc(-c2ccc(OC)cc2)nc2c1c(=O)n(C)c(=O)n2C,-1.1%,.
COC(=O)c1nc(NC(=O)c2ccccc2)n[nH]1,-1.2%,12.1
Cc1ccc(CNC(=O)c2cccnc2Sc2cccc(Cl)c2)cc1,0.8%,-5.5
CCOc1ccc(OCc2ccc(C(=O)OCc3ccccn3)o2)cc1,-3.3%,-8.9
CC(C)c1ccc(/C=C/C(=O)Nc2nc3ccc([N+](=O)[O-])cc3s2)cc1,-3.0%,-7.8
CC(=O)NC1(c2cccc(F)c2)CCN(CC(=O)NC(C)C)CC1,2.8%,49.6
c1ccc(OCCN2C3=NCCN3c3ccccc32)cc1,0.1%,-8.6
CCOC(=O)c1cc(CC)sc1N,-1.9%,-3.3
CC(C)c1ccc(N2C(=O)NC(=O)/C(=C/c3cnc(-c4ccccc4)nc3)C2=O)cc1,2.9%,62.0
Cc1cc(/C=N/n2cnnc2)c(C)n1-c1ccccc1,-8.2%,.
C#Cc1ccc([C@H]2C=C(C(=O)O)O[C@@H](OCc3ccc(CO)cc3)C2)cc1,1.3%,.
CC(C)CCc1noc(CN(C)CC2CCN(Cc3ccccc3)CC2)n1,-5.5%,-0.8
O=C(NCc1ccco1)c1ccc(-c2csnn2)cc1,-3.6%,-5.0
O=C(NCCc1ccccc1)c1ccccc1NS(=O)(=O)N1CCCC1,2.1%,-4.9
CCn1c(SCC(=O)Nc2c(C)n(C)n(-c3ccccc3)c2=O)nc2c1c(=O)n(C)c(=O)n2C,-1.4%,12.6
O=C(CN1CCN(Cc2ccc(Cl)cc2)CC1)N/N=C/C=C/c1ccccc1[N+](=O)[O-],-9.8%,49.3
CC(C)Cc1cc(C(=O)N2CCCC(CCC(=O)N(C)CCc3ccccn3)C2)no1 (stereo unspecified),2.5%,8.0
COc1cc(/C=C/C(=O)OCC(=O)NC2CCS(=O)(=O)C2)ccc1O (stereo unspecified),1.4%,7.4
c1ccc2c(c1)OCC(c1csc3ncnc(N4CCCC4)c13)O2 (stereo unspecified),0.3%,-8.2
CCc1ccc(C(C(=O)NCc2ccc(OC)cc2)N(CCOC)C(=O)Cc2cccs2)cc1 (stereo unspecified),2.5%,7.2
COc1cccc(CN2CCC(N(CCc3ccccc3)Cc3ccccc3)CC2)c1OC,-3.3%,-5.6
Cc1cc(C)nc(N2CCC(C(=O)Nc3ccc4c(c3)CCC4)CC2)n1,4.7%,.
CCOC(=O)CN1CCC(c2ccccc2)CC1,-6.0%,8.6
O=C(NCCN1CCOCC1)c1cc2ccccc2o1,1.3%,-6.1
O=C(NCc1ccccc1)c1cccnc1N1CCOCC1,-6.2%,.
O=C(N/N=C/c1cccc2nccnc12)c1ccccc1O,-3.6%,.
Cc1cc(OCC(=O)NCCCN2CCOCC2)cc(C)c1Cl,-0.7%,.
S=C1NCCOCCOCCNC(=S)N2CCOCCOCCN1CCOCCOCC2,-0.5%,-10.2
COC(=O)c1ccc(NC(=S)Nc2ccc(O)cc2)cc1,1.3%,8.2
COc1ccccc1-n1c(SCC(=O)N2CCOCC2)nc2cccnc21,-1.1%,-10.9
CCOC(=O)Cc1c(C)nc2c(-c3ccc(Cl)cc3)cnn2c1C,0.6%,-5.5
O=C1CC2(CCCCCC2)Oc2ccccc21,-4.3%,.
CN(C)c1ccc(/C=N/NC(=O)c2ccccc2Cl)cc1,3.4%,.

# Sorted by number of heavy atoms (falling): four of the compounds above
SMILES,M. tuberculosis GlmU,RmlCD inh 1536
CCn1c(SCC(=O)Nc2c(C)n(C)n(-c3ccccc3)c2=O)nc2c1c(=O)n(C)c(=O)n2C,-1.4%,12.6
CCOC(=O)Cc1c(C)nc2c(-c3ccc(Cl)cc3)cnn2c1C,0.6%,-5.5
CCOC(=O)CN1CCC(c2ccccc2)CC1,-6.0%,8.6
O=C1CC2(CCCCCC2)Oc2ccccc21,-4.3%,.

# (list continues)
SMILES,M. tuberculosis GlmU,RmlCD inh 1536
COc1ccc(N(CC(=O)Nc2ccc3c(c2)OCCO3)S(C)(=O)=O)c(OC)c1,-0.9%,.
COc1ccc(C2(C#N)CC[N+](C)(C)CC2)cc1,.,4.0
COc1ccc(C(=O)NC(=S)N2CCC(C)CC2)cc1,2.6%,.
Cc1ccc(-c2cc(C(=O)NCc3cn(C)nc3C)c3cc(Br)ccc3n2)cc1,-2.4%,-6.9
Fc1cnc(N2CCN(c3ccccc3)CC2)nc1N1CCN(c2ccccc2)CC1,3.4%&8.9%,.
Cn1c(=O)c2[nH]c(-c3ccccc3)c(O)c2n(C)c1=O,1.9%,-0.5
CCN(CC)CCNC(=S)Nc1ccc2nc(N3CCCC3)cc(C)c2c1,-2.3%,-12.9
CC(=O)Nc1ccc(NC(=O)Cc2sc(-c3cccnc3)nc2-c2ccc(C)cc2)cc1,1.6%,10.8
Cc1cccc(N(C(=O)c2sc(C)nc2C)C(C(=O)NCc2ccco2)c2ccccc2)c1 (stereo unspecified),4.1%,11.4
O=c1[nH]c(Cc2ccccn2)nc2scc(-c3ccc(Cl)cc3)c12,2.8%,-4.8
CCn1c(/C=N/NC(=O)c2ccc(OC)cc2)nc2ccccc21,1.8%,.
CCCNC(=O)N1CCN(C(=O)NCCC)CC1,6.1%,.
FC(F)(F)c1ccc(CN2C[C@@H]3C(c4ccc(Cl)nc4)C4(c5cccnc5)CC3(C4)[C@H]2c2ccccc2)cc1 (stereo partly specified),-7.0%,.
CCc1cccc(C)c1NC(=O)C(c1ccccc1)N1CCC1=O (stereo unspecified),-0.9%,1.7
CCC(C)[C@H]1CNC(=S)N1CCC12CC3CC(CC(C3)C1)C2 (stereo partly specified),2.2%,-11.2
Cc1cc(NC(=O)CSCc2ccc([N+](=O)[O-])cc2)no1,9.1%,-9.9
Cc1ccccc1C1=NCC(=O)N(CC(=O)NCc2ccco2)c2sc3c(c21)CCCC3,-4.7%,9.0
COc1ccc(CNC(=O)C(C#N)c2nc3ccccc3nc2N2CCN(C)CC2)cc1 (stereo unspecified),-6.8%,4.7
Cc1ccc(C)c(S(=O)(=O)N2CC(=O)N(CCc3ccccc3)C(=O)C2)c1,2.7%,.
CCCC(CCC)C(=O)Nc1ccncc1,3.9%,.
Cc1cc(C)c(C)c(C(=O)CSc2nnc(C)c(=O)[nH]2)c1C,-2.6%,-5.7
COc1cccc(C(=O)N(CN2CCCC2=O)c2ccccc2OC)c1,3.5%,.
C=C(C)CC(c1ccccc1)N(C(C)=O)c1ccco1 (stereo unspecified),1.7%,-7.8
CCC(=O)N1CCc2cc(Br)cc(S(=O)(=O)CCC(=O)NCCOC)c21,0.6%,6.5
CCOC(=O)C1CCN(C(=O)CN(c2ccc(Cl)c(C(F)(F)F)c2)S(C)(=O)=O)CC1,3.0%,-4.8
N=C1S/C(=C\c2ccc(O)cc2)C(=O)N1c1ccc(F)cc1,-2.8%,6.7
CC(=O)Nc1ccc(CN2CCCC(CO)(Cc3cccc(Cl)c3)C2)cc1 (stereo unspecified),2.8%,-5.1
c1ccc(Cc2nnc(Sc3ccccc3)c3ccccc23)cc1,-2.8%,.
O=C(CCc1nc(-c2ccccc2)no1)NCc1cccnc1,-4.0%,10.2
Cc1nc(CS(=O)c2ccccc2)cc(N2CCOCC2)n1 (stereo unspecified),0.7%,.
CCOC(=O)N1CCN(Cc2c(O)ccc3ccccc23)CC1,.,8.9
COc1cc(N2CCCC2)c(OC)cc1/C=C(/C#N)c1ccc(F)cc1,0.3%,.
COCCn1c(=O)[nH]c2cc(C(=O)NCc3ccccc3)ccc2c1=O,5.8%,-2.4
c1ccc(-c2nc(-c3ccccn3)no2)cc1,-4.5%,-1.1
Cc1cccc(-n2c(SCc3ccc(C#N)cc3)nnc2-c2c[nH]c3ccccc23)c1,-0.7%,1.4
C=C1CC2C(=O)N(Cc3cc(OC)ccc3OC)C(C(=O)OCC)(C(=O)OCC)C1N2C(=O)OC(C)(C)C (stereo unspecified),-8.2%,.
O=C(NC(C(=O)N/N=C/c1cccnc1)c1n[nH]c(=O)c2ccccc12)c1ccccc1 (stereo unspecified),1.0%,-6.0

# The list is partial (hit frequency here may not be typical).
